High-throughput results deposited in PubChem BioAssay by National Center for Advancing Translational Sciences (NCATS).
HP1b chromo inh: inhibitors of HP1-beta chromodomain binding to methylated histone tails | P83916 | AlphaScreen HP1-beta / biotin-H3K9me3 peptide binding | Potency, µM (doses to about 114 µM), without a hit: at the highest dose activity change, negative = inhibition, most hits filed as inhibitors | hit rate 0.56% among 390,000 | AID 540317; note: nearly all actives have a fitted effect of over 70% in size; inactives centre near 23
Target sequence (P83916 whole entry, looked up): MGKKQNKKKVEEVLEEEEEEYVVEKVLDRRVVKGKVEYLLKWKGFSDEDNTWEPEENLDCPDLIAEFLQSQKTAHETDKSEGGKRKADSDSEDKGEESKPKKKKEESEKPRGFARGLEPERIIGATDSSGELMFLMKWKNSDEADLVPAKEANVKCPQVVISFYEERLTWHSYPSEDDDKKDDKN
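Compound inhibition of the preformed complex between 50 nM HP1-beta and 50 nM biotinylated H3K9me3 peptide was read by AlphaScreen. Buffer was PBS pH 7.4 with 0.01% Tween-20. Incubations ran 30 min at room temperature, with 10 ug/mL donor/acceptor beads.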
POLI inh: inhibitors of human DNA polymerase iota; Q9UNA4; AID 588590; Pol iota fluorescent replication assay, 10 min; Potency, µM (titrated, usually from 115 µM), for the others: top-dose activity, negative = inhibition, most hits filed as inhibitors; hit rate 1% among 390,000
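Fluorescent replication assay read twice, at 0 min and 10 min after adding 50 nM (final) substrate. Enzyme (10 nM) and compounds were first incubated 15 min at room temperature; enzyme-free buffer wells were negative controls.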
BLM helicase inh: blocks DNA unwinding by human BLM helicase; P54132; recombinant BLM DNA unwinding, fluorescence dequenching; Potency, µM (titrated, usually from 56.1 µM), without a hit: at the top dose activity change, negative = inhibition, hits mostly inhibitors; hit rate 0.2% among 350,000;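 note: plate controls were vehicle for no effect and no enzyme for full effect; nearly all actives have a fitted effect of over 35% in size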
Pin1 inh: blocks the human prolyl isomerase Pin1. Potency, µM (doses to about 115 µM), for inactives: at the top dose activity, negative = inhibition, most hits filed as inhibitors. AID 504891. Pin1 FP peptide displacement, HiFluor488, 10 min. hit rate 0.009% among 390,000. Q13526; active = well fitted inhibition curve with a large enough effect in the polarisation, with a control signal flat, not every such curve was filed as active; inconclusive = small, poorly fitted or top-dose-only effect, or effect the other way, or a change in a side signal; inactive = no such curve, though single readings can be large or run the other way; the % refers to the polarisation; note: % is set by controls: 0 for no effect and ±100 for the full control effect
Target sequence (Q13526 whole entry, looked up): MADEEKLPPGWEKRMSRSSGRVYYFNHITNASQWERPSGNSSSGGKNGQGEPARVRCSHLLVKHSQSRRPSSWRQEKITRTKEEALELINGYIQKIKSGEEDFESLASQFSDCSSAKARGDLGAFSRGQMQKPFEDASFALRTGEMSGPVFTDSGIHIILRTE
BAZ2B block: blocks human BAZ2B; Q9UIF8; AlphaScreen BAZ2B-H3K14Ac peptide displacement; Potency, µM (titrated, usually from 114 µM), inactives show top-dose activity change, negative = inhibition, hits mostly inhibitors; hit rate 4.4% among 360,000; AID 504333; note: % is set by controls: 0 for no effect and ±100 for the full control effect; nearly all actives have a fitted effect of over 60% in size
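BAZ2B (50 nM) with biotin-H3(5-23)K14Ac peptide (50 nM) in PBS pH 7.4, 0.01% Tween-20, preformed 30 min, then compound 30 min at room temperature; top concentration 110uM. AlphaScreen streptavidin donor/nickel chelate acceptor beads (10 ug/mL final), 20 min dark, signal read.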
Tb PGK inh: T. brucei PGK inhibition; P07378; PGK/GAPDH coupled, Kinase-Glo luminescence, 60 min; Potency, µM (doses to about 57.5 µM), for inactives: at the highest dose activity change, negative = inhibition, actives largely listed as inhibitors; hit rate 0.043% among 380,000; AID 602233; note: % is set by controls: 0 for no effect and ±100 for the full control effect; nearly all actives have a fitted effect of over 60% in size
Target sequence (P07378 whole entry, looked up): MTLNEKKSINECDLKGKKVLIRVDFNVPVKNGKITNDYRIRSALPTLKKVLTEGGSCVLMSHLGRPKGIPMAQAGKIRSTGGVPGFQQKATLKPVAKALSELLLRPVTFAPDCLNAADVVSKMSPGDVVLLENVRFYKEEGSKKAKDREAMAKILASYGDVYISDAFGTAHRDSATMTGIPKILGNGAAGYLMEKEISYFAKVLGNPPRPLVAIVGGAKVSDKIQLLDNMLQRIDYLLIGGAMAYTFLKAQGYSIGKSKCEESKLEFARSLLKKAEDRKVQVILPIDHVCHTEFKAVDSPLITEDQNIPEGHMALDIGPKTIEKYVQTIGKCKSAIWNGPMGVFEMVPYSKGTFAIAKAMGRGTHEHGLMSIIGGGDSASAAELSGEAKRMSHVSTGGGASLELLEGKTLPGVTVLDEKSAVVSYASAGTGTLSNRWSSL
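Recombinant glycosomal PGK reaction used 1,3-bisphosphoglycerate generated in-well by GAPDH (100nM final) in 100mM TEA pH 7.6, 5mM MgCl2, 0.01% Tween-20. After 60 minutes at room temperature, ATP was read by Kinase-Glo Plus luminescence end-point.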
G9a block: blocks human histone lysine methyltransferase G9a. Potency, µM (highest dose often 102 µM), inactives show at the highest dose activity, negative = inhibition, hits mostly inhibitors. Q96KQ7. G9a H3K9 monomethylation, AlphaScreen, 2 h. hit rate 8.8% among 350,000; note: % is set by controls: 0 for no effect and ±100 for the full control effect; nearly all actives have a fitted effect of over 75% in size
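G9a (20 nM) was preincubated 15 min with compound, then reacted 2 h at room temperature with 500 nM biotin-H3K9 peptide and 20 µM SAM. Monomethyl-H3K9 detected by AlphaScreen using anti-H3K9me1 antibody.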
GLS inh: inhibitors of human glutaminase (GLS); hit rate 0.21% among 410,000; Potency, µM (doses to about 45.5 µM), for the others: top-dose activity change, negative = inhibition, hits mostly inhibitors; GLS enzymatic activity, qHTS titration; O94925; note: % is set by controls: 0 for no effect and ±100 for the full control effect
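hKGA; 45 mM KH2PO4 pH 8.2 + 0.02% Tween-20; cpd via pin tool; 1 mM Gln soln; GluOx/HRP/Amplex Red; RT 30 min; fluor. t0 & final.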
JMJD2A Tudor: JMJD2A Tudor domain (human) inhibition; O75164; AlphaScreen JMJD2A-Tudor / H3K4me3 peptide binding; Potency, µM (titrated, usually from 114 µM), inactives show at the top dose activity change, negative = inhibition, actives largely listed as inhibitors; hit rate 4.4% among 390,000; AID 504339; note: % is set by controls: 0 for no effect and ±100 for the full control effect; nearly all actives have a fitted effect of over 50% in size
Active calls of the source: *; i = inactive; u = inconclusive; x = not tested or not shown; & = joins results of further samples; [ ] = remark or other dose. Unless noted, calls come from the whole dose curve; as a rule, active = well fitted curve in the direction sought with a large enough effect; inconclusive = small, poorly fitted or top-dose-only effect, or another doubt; inactive = no such curve, though single readings can be large; an effect the other way counts as inactive or inconclusive. Potency is the fitted concentration of half-maximal effect.

HP1b chromo inh | POLI inh | BLM helicase inh | Pin1 inh | BAZ2B block | Tb PGK inh | G9a block | GLS inh | JMJD2A Tudor | structure
-4% | 63%[activator] | -6% | 0% | -21% | i | -1% | 0% | -29% | COc1ccc(Cn2c(C3CC3)nc3ccc(NC(=O)c4cccnc4)cc3c2=O)cc1
26% | 12% | 1% | 1% | -4% | -12% | 11% | -1% | 8% | Cc1c(NC(=O)CCSc2ccc(Cl)cc2)c(=O)n(-c2ccccc2)n1C
46%[activator] | 9% | -6% | u | 1% | i | -17%[59 µM] | 1% | -15% | COC(=O)c1ccc(NC(=O)c2cc(S(=O)(=O)N3CCc4ccccc43)cn2C)cc1
70%&71%[activator] | -15%&-9% | -6% | 0%&2% | x | 5% | x | 0% | 2%&-1% | C/C=C1\COC(C(=O)NCc2cccc(OC)c2OC)(C(F)(F)F)C=C1C=C1CCCCC1 (stereo not given)
23% | -11% | 0% | -2% | -10% | -8% | -30% | -11% | -8% | O=C1Nc2ccccc2N(O)N1c1ccc(S(=O)(=O)Nc2ccccn2)cc1
47%[activator] | 46%[activator] | 1% | -2% | -4% | -4% | 14% | 3% | 5% | Cc1ccc(Cn2ccc(C3CC3)n2)cc1
30% | 17% | 1% | 0% | -4% | 3% | 23%[59 µM] | -2% | -10% | CC(=O)Nc1ccc(NC(=O)C(C)OC(=O)C2CC3C=CC2C3)cc1 (stereo not given)
22µM* | u | -11% | -11% | 8.9µM* | -4% | 10µM* | 2% | 20µM* | COC1=C(Nc2ccc(OC)cc2)C(=O)c2ccccc2C1=O
42%[activator] | 9% | x | 0% | x | -10% | x | 1% | -8% | Cc1nc2nc(-c3ccccc3)nn2c(C)c1C
10% | -14% | x | 2% | 4% | -3% | 37%[12.7 µM] | 0% | -23% | CCC(C)(C)C1CCC2(CC1)NC(=O)N(CC(=O)NCCCc1ccccc1)C2=O (stereo not given)
12% | 2% | -10% | u | 4% | -2% | 2%[59 µM] | 0% | -12% | Cc1ccc(O)c(NC(=O)c2cc(-c3ccc4c(c3)OCO4)on2)c1
11% | -1% | -13% | -7% | -8% | -4% | -13% | 2% | -11% | COc1ccc(OCCSc2nc3ccccc3n2CCC(=O)O)cc1
4% | u | x | -2% | -17% | -5% | 12%[2.33 µM] | -2% | -22% | Cc1ccc(C)c(S(=O)(=O)N2CCN(C(=O)c3ccc4ccccc4n3)CC2)c1
58%[activator] | 14% | -11% | -1% | 18% | 6% | 31%[59 µM] | 1% | 13% | Cc1cccc(-c2noc(CN(C(=O)COc3ccc(C(C)C)cc3)C(C)C)n2)c1
8% | 13% | -9% | u | -2% | -1% | 4%[59 µM] | 17% | -16% | CS(=O)(=O)N(CC(=O)Nc1ccc2c(c1)OCO2)Cc1ccc(Cl)cc1
12% | 5% | x | -5% | 5% | -11% | 13%[2.33 µM] | 0% | -7% | COc1ccccc1C(C)NC(=O)c1ccccc1SCC(=O)N1CCCC1 (stereo not given)
49%[activator] | 8% | -1% | 7% | 8% | 11% | 4%[59 µM] | -1% | 2%[57.1 µM] | CCOC(=O)Cn1nnc(-c2ccc(SC)cc2)n1
-9% | 55%[activator] | -1% | -2% | -20% | i | -29% | 2% | -19% | CCC1(c2ccccc2)NC(=O)N(CC(=O)NCc2ccccc2OC)C1=O (stereo not given)
30% | 21% | 0% | -2% | -11% | 4% | 6%[59 µM] | 2% | -4% | O=C(N/N=C1\CCS(=O)(=O)c2ccc(F)cc21)c1ccc(O)cc1
2% | 58%[activator] | -6% | -1% | -14% | -7% | 40µM* | 12% | -31% | CCN(CC(=O)Nc1ccc(Cl)c(S(=O)(=O)N(C)C)c1)Cc1nc2ccccc2c(=O)[nH]1
22% | 7% | x | -3% | x | i | x | 0% | -13% | CC(C)(C)OC(=O)N1CCC(C(=O)Nc2ccc(C(=O)NC3CC3)cc2)CC1
70%[activator] | 38% | -2% | 0% | 23% | i | 19%[59 µM] | -5% | -25% | O=C(CSc1nnc(CNC(=O)c2ccccc2)n1-c1cccc(Cl)c1)Nc1ccccc1F
18% | -8% | -4% | 1% | 0% | 4% | x | 11% | -15% | COc1ccc(C(=O)Nc2ccc(C(=O)NCCc3ccc(OC)c(OC)c3)cc2)cc1
44%[activator] | 24% | -1% | -1% | -5% | 2% | -1%[12.7 µM] | 0% | -12% | O=C(CN1C(=O)CCSc2ccccc21)Nc1cccc(F)c1
4% | 9% | 2% | -1% | 0% | -8% | 38%[activator] | 2% | -22% | Cn1c(=O)c2sccc2n2c(CCCC(=O)Nc3ccccc3)nnc12
30% | 3% | -1% | -8% | 7% | -7% | -9% | -5% | -3% | CC(C)NC(=O)CC(=O)N/N=C/c1ccccc1F
19% | 6% | x | 11% | -7% | -3% | -50% | -3% | -9% | CCCCCN(C(=O)CCC(=O)OCc1ccc(C(C)C)cc1)c1c(N)n(CCCC)c(=O)[nH]c1=O
21% | 21% | x | 1% | 3% | 9% | 21%[12.7 µM] | -2% | 13% | COc1ccc(CN(C)C(=O)CCN=C2NS(=O)(=O)c3ccccc32)c(OC)c1
35% | 135%[activator] | 3% | -1% | 16% | -7% | x | 8% | 10%[57.1 µM] | Cc1ccc([N+](=O)[O-])cc1NC(=O)CNC1CCCCC1
-32% | u | -4% | 1% | -36% | -11% | u | u | u | O=C(Nc1ccccc1)c1nnsc1S(=O)c1ccc(Cl)cc1 (stereo not given)
29% | 18% | -3% | 32%[activator] | 9% | -3% | 29%[59 µM] | 11% | 4% | COc1cccc(/C=N/NC(=O)c2ccc(CN3c4cccc5cccc(c45)S3(=O)=O)cc2)c1
37% | 20% | 5% | -7% | -3% | -1% | -1%[59 µM] | 3% | -16% | CC1CCCC(C)N1CCCNC(=O)CCn1c(=O)c2cccn2c2cccnc21 (stereo not given)
46%[activator] | 0% | x | -2% | 5% | -1% | -2%[59 µM] | 3% | -7% | O=C(CN1C(=O)C2CCCCC2C1=O)OCC(=O)c1ccc(F)cc1 (stereo not given)
51%[activator] | 7% | x | 4% | x | 8% | x | 0% | 1% | COc1cc(CC(=O)N2CCN(S(=O)(=O)c3ccc(C)cc3)CC2)cc(OC)c1OC
43%[activator] | 2% | -1% | -9% | -8% | -5%[11.5 µM] | -4%[59 µM] | -6% | -7% | C=CCn1c(SCC(=O)N2CCCCC2)nc(O)cc1=O
13% | -12% | -3% | -6% | 0% | 1% | 6%[59 µM] | 7% | -19% | Cc1cc(N2CCN(c3ccc(F)cc3)CC2)n2cnnc2n1
26% | u | -16% | 8% | -12% | x | -11%[59 µM] | 3% | -25% | CCSc1ncc(Cl)c(C(=O)N(Cc2ccc(C(C)(C)C)cc2)C2CCS(=O)(=O)C2)n1 (stereo not given)
10% | -39% | -2% | 0% | -4% | x | -45%[59 µM] | 5% | -15% | COC(=O)C1C(c2ccc(OC)c(OC)c2)NC(c2ccc(OC)c(OC)c2)C(C(=O)OC)S1(=O)=O (stereo not given)
-33% | 10% | -6% | u | u | -7% | 18µM* | 28% | u | COc1ccc(NS(=O)(=O)c2ccc(NC(=S)NC(=O)c3ccc(Br)cc3)cc2)nn1
20% | -22% | -2% | -4% | -6% | -7% | 11%[59 µM] | -9% | -14% | Cc1ccc(NC(=O)CCC(=O)NNC(=O)c2cccc([N+](=O)[O-])c2)cc1C
40%[activator] | 11% | 4% | -5% | -14% | 12% | 1%[59 µM] | -9% | -8% | Cn1nnnc1SCCCNCc1cccc(OCc2ccccc2)c1
28% | -14% | x | 1% | x | -3% | x | -3% | 4% | CCC1([N+](=O)[O-])COC(C=Cc2ccccc2)OC1 (stereo not given)
38% | 9% | -4% | -2% | -9% | -10% | 2%[59 µM] | 9% | 0% | CCOC(=O)c1cnn2c(C(F)(F)F)cc(-c3cn(C)nc3C)nc12
37% | 14% | -10% | u | 17% | -3% | 7% | 4% | 9% | Cc1cccc(N2CCN(C(=O)COc3ccc4c(c3)CCC4)CC2)c1C
47%[activator] | -5% | -3% | -3% | -2% | 0% | 12% | 11% | -13% | Cc1ccc2nc(NC(=O)CN3CCN(c4ccccn4)CC3)sc2c1
31% | -6% | -8% | 5% | -38% | -4% | u | -1% | -13%[57.1 µM] | CC1CCCCC1NC(=O)c1cc2ccccc2o1 (stereo not given)

Only part of the results is shown; the hit share may differ from the screen's.
